Screening results as filed in PubChem BioAssay.
Lipid storage S3 = qHTS Assay for Lipid Storage Modulators in Drosophila S3 Cells | Drosophila S3 cells, BODIPY lipid droplet fluorescence, 18-24 h; cells fed with added oleic acid | Potency in µM for hits, for the others lipid storage change, negative = inhibition, % at the top dose, mostly 46.1 µM | hit rate 0.64% among 320,000; active = well fitted inhibition curve with a large enough effect in the signal ratio, with a control signal flat, not every such curve was filed as active; inconclusive = small, poorly fitted or top-dose-only effect, or effect the other way, or a change in a side signal; the % refers to the signal ratio
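Drosophila S3 cells loaded with oleic acid (400 uM, as added) and compounds at several concentrations; lipid droplets imaged by 488-nm laser-scanning cytometry, 500–530 nm intensity and object ratio to cell channel. Percent activity normalized to 20 uM Triacsin C.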
Lipid storage S3 cell count max = further read-out of Lipid storage S3, marked with its call; cell number change, %; measured here: cell count max response;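 cells counted by Cell Tracker Red CMTPX staining in the red channel; peak over a dose series mostly up to 46.1 µM; percent activity relative to internal control wells on each plate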
* hit, by the source's call; i = inactive; ? = inconclusive; . = not tested or not shown; [ ] = remark or other dose. % is set by controls: 0 for no effect and ±100 for the full control effect; potency is the fitted concentration of half-maximal effect. This is a subset; count on the stated rates, not on these rows.

SMILES | Lipid storage S3 | Lipid storage S3 cell count max
CCOc1ccc(NC(=O)CCNS(=O)(=O)c2ccc3c(c2)c(=O)n(C)c(=O)n3C)cc1 | ? | .
NS(=O)(=O)c1ccc2c(c1)C1C=CCC1C(C1CC=CCC1)N2 (centres undefined) | ? | .
Cc1ccc(NC(=S)Nn2cnnc2)cc1 | ? | .
CCCCN1C2=C(C(=O)CC(C)(C)C2)C(c2ccccc2)C2=C1c1ccccc1C2=O (centres undefined) | ? | .
CCOc1ccc(NC(=S)N(CCc2c(C)[nH]c3ccccc23)Cc2ccco2)cc1 | ? | .
Cc1ccc(CNC(=O)CCN2C(=O)[C@@H]3Cc4ccccc4CN3C2=O)cc1 | ? | .
CC(NC(=O)c1ccc([N+](=O)[O-])cc1Cl)C1CC2CCC1C2 (centres undefined) | ? | .
CC(C)(C)CN1CCNC[C@H]1Cc1cccc2ccccc12 | ? | .
Cc1ccc2nc(NC(=O)C3CCN(S(=O)(=O)c4cnc[nH]4)CC3)sc2c1 | ? | .
CCOc1ccc(C(C)NC(=O)c2cccnc2OCC)cc1OCC (centres undefined) | ? | .
O=C(NC(=S)Nc1ccccc1)c1cc([N+](=O)[O-])ccc1N1CCOCC1 | 1% | 6
CCOc1cc(NC(=S)NCCCN2CCOCC2)c(OCC)cc1NC(=O)C1CC1 | ? | .
O=C(NCCOc1ccc(F)cc1)C1CCC(=O)N(CCCN2CCOCC2)C1 (centres undefined) | i | -1
O=C1CCC(=O)N1c1ccc(S(=O)(=O)Nc2ccc(Br)cc2)cc1 | i | 13
Cc1ccc(NC2CCCN(C(=O)c3cccnc3)C2)cc1C (centres undefined) | ? | .
COc1cc(OC)nc(N/N=C(\c2ccccc2)c2ccncc2)n1 | ? | .
C=CCOc1cccc(C2C(C(=O)c3ccco3)=C(O)C(=O)N2Cc2cccnc2)c1 (centres undefined) | i | 5
CCN(CC)C(=O)CN1C(=O)C2(OCC(C)(c3ccccc3)CO2)c2ccccc21 (centres undefined) | ? | .
O=C(CCc1nnc2n(CCc3ccccc3)c(=O)c3ccccc3n12)NCCCN1CCCCC1 | i | -9
COc1ccc(C(=O)N2CCC3(CC2)NCCc2[nH]cnc23)cc1 | 12% | .
COc1ccc(Cl)cc1C(=O)NNC(=O)c1ccncc1 | ? | .
Cn1c(SCC(=O)NC(=O)c2cccc([N+](=O)[O-])c2)nnc1-c1ccc(F)cc1 | -1% | 2
O=C(CSc1nccc(=O)[nH]1)Nc1ccc2c(c1)OCCO2 | -2% | 1
CC1CC(C)CN(S(=O)(=O)c2ccc(C(=O)N3CCN(c4ccccc4)CC3)cc2)C1 (centres undefined) | ? | .
COc1ccc(S(=O)(=O)N2CCCCC2C(=O)O)cc1OC (centres undefined) | -1% | 28

(continued)
SMILES | Lipid storage S3 | Lipid storage S3 cell count max
COc1ccc(CN2CCN(C(=O)c3cccc4ccccc34)CC2)cc1OC | 8% | 6
CCOc1ccc(N(C)C(=O)CCc2nnc3ccc(N4CCC5(CC4)OCCO5)nn23)cc1 | -8% | -11
Cc1ccc(N2CCN(C(=O)c3cc(C(=O)c4ccccc4C)c[nH]3)CC2)c(C)c1 | ? | .
CCn1nc(C)c(CNC(=O)C2CCC(=O)N(CCc3ccc(Cl)cc3)C2)c1C (centres undefined) | ? | .
CCOC(=O)c1ccc(NC(=O)Cn2ccc([N+](=O)[O-])n2)cc1 | 7% | 20
Cc1ccc(S(=O)(=O)NCCC(=O)Oc2ccc3ccc(=O)oc3c2)cc1 | ? | .
Cc1cccc(NC(=O)CN(C)S(=O)(=O)c2ccccc2)n1 | -15% | 11
CN(C)c1cccc(C(=O)OC(C(=O)Nc2ccc([N+](=O)[O-])cc2Br)c2ccccc2)c1 (centres undefined) | 10% | 0
CCc1ccc(NC(=O)CSc2nccn(-c3ccc4c(c3)OCCO4)c2=O)cc1 | 22% | .
Cc1cc(Cl)ccc1N=c1ssnc1Cl | ? | .
CCCCN(C(=O)Cn1nnc2ccccc21)C(C(=O)NCCOC)c1ccccc1 (centres undefined) | 2% | 8
CCCCCCCNC(=O)C1(CC2CC(c3ccc(Cl)cc3)=NO2)CCN(C(=O)Cc2ccc(F)cc2)CC1 (centres undefined) | ? | .
CCOCCn1c(=NC(=O)c2ccc(S(=O)(=O)N3CCOCC3)cc2)sc2cc(S(N)(=O)=O)ccc21 | ? | .
COc1ccc(OC)c(S(=O)(=O)Nc2ccccc2C)c1 | ? | .
O=C(C1CCC1)N1CCN(S(=O)(=O)c2cccc(F)c2)CC1 | 27%[0.0737 µM] | -12
CC(=O)N1CCc2cc(S(=O)(=O)NC(C(=O)Nc3nc(C)cs3)C(C)C)ccc21 (centres undefined) | i | -14
CCCNC(=O)C(Cc1cccc(C#N)c1)NC(=O)c1ccc(C#N)cc1 (centres undefined) | ? | .
CC1=C(C(=O)OCC2CCCO2)C(c2coc3ccc(C)cc3c2=O)C2=C(CCCC2=O)N1 (centres undefined) | 5% | -10
COc1ccc(CNC(=O)CN(C(=O)c2ccc(CN3CCOCC3)o2)C2CCCC2)cc1 | ? | .
CCOc1ccc(-c2ncncc2-c2ccc(OC)c(OC)c2)c(O)c1 | ? | .
CC(C)(C)c1ccc(S(=O)(=O)N2CCN(c3ccccn3)CC2)cc1 | ? | .
CCc1cc(C(=O)N(CCCOC)c2c(N)n(Cc3ccccc3)c(=O)[nH]c2=O)sc1C | ? | .
Cc1[nH]c(=O)[nH]c(=O)c1/C=N/NC(=O)[C@@H](N)CC(C)C | ? | .
Cc1ccccc1N1CCN(S(=O)(=O)c2ccc3ccccc3c2)CC1 | ? | .
CCOc1ccc(OCC)c(NC(=O)C2CCN(S(=O)(=O)c3c(C)[nH]c(=O)[nH]c3=O)CC2)c1 | -5% | 20

The listing continues:
SMILES | Lipid storage S3 | Lipid storage S3 cell count max
Cc1cc(NC(=O)COC(=O)c2ccccc2[N+](=O)[O-])no1 | 11% | -1
COc1ccc(-c2c(C)nc3c(-c4ccc(F)cc4)cnn3c2N)cc1 | 1% | -6
O=C(Nc1cccc2ccccc12)c1ccc(Br)o1 | ? | .
Cc1ccc(CN2CCN(CC(=O)NCc3ccccc3)CC2)cc1 | ? | .
CC(=O)Nc1ccc(NS(=O)(=O)c2cc(Cl)sc2Cl)cc1 | -3% | -11
CCCn1cnc2c(sc3nc4c(cc32)CSC(C)(C)C4)c1=O | i | .
Cc1cc(C)c2nc(N3CCC(C(=O)NCC4CCCO4)CC3)sc2c1 (centres undefined) | -30% | .
COc1ccc(NC(=O)COC(=O)c2ccc(S(=O)(=O)N3CCCCCC3)cc2)c(OC)c1 | ? | .
O=C(CSc1nnc2c(n1)[nH]c1ccccc12)NCc1ccco1 | ? | .
CCc1ccccc1NC(=O)CSc1nnc([C@H](CCSC)NC(=O)OC(C)(C)C)o1 | 6% | -25
O=C1CN(C(=O)N[C@@H](Cc2ccccc2)C(=O)N[C@H](C(=O)O)c2ccccc2)c2ccccc2N1 | ? | .
Cc1ccc(S(=O)(=O)N2CCN(C(=O)c3cc(=O)c4ccccc4o3)CC2)cc1 | 8% | -22
CCN(/N=C/c1ccccc1)c1cc(=O)n(C)c(=O)[nH]1 | ? | .
O=C(COc1ccc(Br)cc1)NCCNC(=O)c1ccncc1 | 15% | -2
O=C(COc1ccccc1Cl)N1CCN(c2ccc([N+](=O)[O-])c(N3CCCCC3)c2)CC1 | ? | .
O=C(CCSc1nc(-c2ccco2)cc(C(F)(F)F)n1)NCCc1ccccc1 | ? | .
COC(=O)c1ccc(CSC(=N)N)o1 | -2% | 7
O=C(Oc1ccc(N(C(=O)c2ccncc2)S(=O)(=O)c2ccc(F)cc2)cc1)c1ccncc1 | 7% | .
Cc1ccc(-n2c3c(cc(C(=O)NCc4ccco4)c2=O)C(=O)CCC3)cc1 | 1% | 14
Cc1ccc(S(=O)(=O)Nc2c(C)nc3nc(C)[nH]n3c2=O)c(C)c1 | ? | .
NC(=S)N/N=C\c1c2ccccc2cc2ccccc12 | -26% | -18
Cc1ccc(Nc2nc(C)cc(C)n2)c(Br)c1 | ? | .
O=C(/C=C/c1ccc2c(c1)OCO2)Nc1nc(-c2ccc(F)cc2)cs1 | ? | .
CCOc1ccc(C2C(C(=O)c3cccs3)=C(O)C(=O)N2CCCn2ccnc2)cc1 (centres undefined) | -11% | -16
C=CCOC(=O)C1=C(C)N=C2SCCC(=O)N2C1/C=C/c1ccccc1OC (centres undefined) | 2% | 20

Next results follow:
SMILES | Lipid storage S3 | Lipid storage S3 cell count max
CCOC(=O)c1c(NC(=O)c2ccccc2Br)sc2c1CCc1ccccc1-2 | ? | .
O=C(N1CCOCC1)n1nnc2ccccc21 | ? | .
COc1cc(N2C(=O)NC3CC2(C)Oc2ccccc23)cc(OC)c1OC (centres undefined) | ? | .
CCCCCCCCCCCC(=O)NC(C(=O)OCC)C(O)c1cccc([N+](=O)[O-])c1 (centres undefined) | ? | .
CC(=O)c1ccc(N2CCN(C(=O)c3nn(Cc4ccccc4)c(=O)c4ccccc34)CC2)cc1 | ? | .
CCOc1c(Br)cc(CNC2CCCCCCC2)cc1OC | 0% | -13
O=C(CSc1nnc(C2CC2)n1C1CC1)c1cc(F)ccc1F | ? | .
COC(=O)c1cc2oc3ccccc3c2n1CC(=O)N1CCCc2ccccc21 | i | .
CCc1cc(C(=O)COc2ccc(F)cc2)c(O)cc1O | 0% | -25
Cc1cc(=O)oc2cc(OC(C)C(=O)NCc3ccccn3)ccc12 (centres undefined) | ? | .
O=C(Nc1ccc2oc(-c3ccccc3Cl)nc2c1)c1cncc(Br)c1 | ? | .
Cc1nn(-c2ccccc2)nc1C(=O)NNC(=O)c1ccc(C(F)(F)F)cc1 | 19% | 15
CC(NC(=O)c1cc(F)c(F)c(F)c1F)c1ccc(-n2ccnc2)cc1 (centres undefined) | -20% | -13
O=C(CN1CCN(S(=O)(=O)c2ccc(F)cc2)CC1)Nc1ccc(F)cc1F | ? | .
O=C(CSc1n[nH]c(=O)[nH]c1=O)Nc1ccc(Br)cc1Br | 19% | 4
CC(C)c1nc2c([nH]1)c(=O)n(C)c(=O)n2C | -1% | 11
CCC(=O)c1ccc(N2CCC(C)CC2)c(F)c1 | 1% | 6
COc1cccc(CNC(=O)CCS(=O)(=O)c2cccs2)c1 | -13% | 5
O=C(Cc1coc2ccc3ccccc3c12)NCc1ccccc1 | ? | .
O=C(CN1CCN(S(=O)(=O)c2ccc(Cl)cc2)CC1)Nc1ccc2c(c1)CCC2 | ? | .
Cc1cc(C)c(S(=O)(=O)NCc2ccccn2)cc1C | i | 12
C=CCn1c(SCC(=O)Nc2cccnc2Cl)nnc1-c1ccccc1F | ? | .
CC(=O)NCCc1nc2cc(NC(=O)COc3cccc(C)c3)ccc2n1C | ? | .
CCOc1ccccc1N1CCN(c2nc3ccccc3nc2C(C#N)C(=O)OC(C)C)CC1 (centres undefined) | 5% | 0
O=C(Cn1cnc2sc(-c3ccccc3)cc2c1=O)NCCc1ccccc1 | ? | .

Next part:
SMILES | Lipid storage S3 | Lipid storage S3 cell count max
CC(C)C(=O)c1cc2c(cc1NC(=O)Nc1cccc3ccccc13)OCCO2 | i | .
CCOc1ccc(NC(=O)CCCn2c(=S)[nH]c3ccsc3c2=O)cc1 | 5% | 5
O=C(Nc1ccccc1)N1CCc2scc[n+]2-c2ccccc21 | 3% | -8
O=S(=O)(c1cccc(NC(=S)N2CCN(c3ccc(F)cc3)CC2)c1)C(F)F | ? | .
Cc1ccc2[nH]cc(C(=O)CN3CCOCC3)c2c1 | ? | .
CCOC(=O)c1nn(-c2ccc(Cl)cc2)c2nc(-c3ccc(C)cc3)c(C#N)c(=O)n12 | i | -16
O=c1[nH]c2ccc(NS(=O)(=O)c3ccc(Cl)cc3)cc2[nH]1 | ? | .

A stretch taken from the entries so far, for reference:
SMILES | Lipid storage S3 | Lipid storage S3 cell count max
Cc1nn(-c2ccccc2)nc1C(=O)NNC(=O)c1ccc(C(F)(F)F)cc1 | 19% | 15
CC(NC(=O)c1cc(F)c(F)c(F)c1F)c1ccc(-n2ccnc2)cc1 (centres undefined) | -20% | -13
O=C(CN1CCN(S(=O)(=O)c2ccc(F)cc2)CC1)Nc1ccc(F)cc1F | ? | .
O=C(CSc1n[nH]c(=O)[nH]c1=O)Nc1ccc(Br)cc1Br | 19% | 4
CC(C)c1nc2c([nH]1)c(=O)n(C)c(=O)n2C | -1% | 11
CCC(=O)c1ccc(N2CCC(C)CC2)c(F)c1 | 1% | 6
COc1cccc(CNC(=O)CCS(=O)(=O)c2cccs2)c1 | -13% | 5
O=C(Cc1coc2ccc3ccccc3c12)NCc1ccccc1 | ? | .
O=C(CN1CCN(S(=O)(=O)c2ccc(Cl)cc2)CC1)Nc1ccc2c(c1)CCC2 | ? | .
Cc1cc(C)c(S(=O)(=O)NCc2ccccn2)cc1C | i | 12
C=CCn1c(SCC(=O)Nc2cccnc2Cl)nnc1-c1ccccc1F | ? | .
CC(=O)NCCc1nc2cc(NC(=O)COc3cccc(C)c3)ccc2n1C | ? | .
CCOc1ccccc1N1CCN(c2nc3ccccc3nc2C(C#N)C(=O)OC(C)C)CC1 (centres undefined) | 5% | 0
O=C(Cn1cnc2sc(-c3ccccc3)cc2c1=O)NCCc1ccccc1 | ? | .
CC(C)C(=O)c1cc2c(cc1NC(=O)Nc1cccc3ccccc13)OCCO2 | i | .
CCOc1ccc(NC(=O)CCCn2c(=S)[nH]c3ccsc3c2=O)cc1 | 5% | 5
O=C(Nc1ccccc1)N1CCc2scc[n+]2-c2ccccc21 | 3% | -8
O=S(=O)(c1cccc(NC(=S)N2CCN(c3ccc(F)cc3)CC2)c1)C(F)F | ? | .

Rewritten as tab-separated lines: entries from further up
structure	Lipid storage S3	Lipid storage S3 cell count max
O=c1[nH]c2ccc(NS(=O)(=O)c3ccc(Cl)cc3)cc2[nH]1	?	.
O=S(=O)(c1cccc(NC(=S)N2CCN(c3ccc(F)cc3)CC2)c1)C(F)F	?	.
